Screening results deposited in PubChem by National Center for Advancing Translational Sciences (NCATS).
Tb PYK inh: inhibitors of Trypanosoma brucei pyruvate kinase | Potency, µM (doses to about 76.8 µM), for the others: at the top dose activity, negative = inhibition, actives largely listed as inhibitors | 0.12% of 410,000 active | TbPYK enzyme, Kinase-Glo Plus ATP luminescence, 45 min; note: potency is the fitted concentration of half-maximal effect; % is set by controls: 0 for no effect and ±100 for the full control effect; nearly all actives have a fitted effect of over 50% in size
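TbPYK + substrate in 50 mM TEA pH 7.2, 100 mM KCl, 10 mM MgCl2, 0.05% BSA, 0.01% Tween-20; cpd pinned; ADP 130 uM final; 45 min RT; Kinase-Glo Plus 10 min; luminescence endpoint.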
Cycloheximide cs: counter-screen for Shiga toxin inhibitors: cycloheximide protein synthesis inhibition; cell reporter, cycloheximide protein synthesis inhibition counterscreen; max response, %; 12% of 300,000 active; in the data active = max response mostly above about 13%, no sharp cut-off; inactive = mostly below about 14%; note: read at 38.3 µM for the half of the compounds with a filed dose; 0% is about no effect
Pf growth 48h: inhibits P. falciparum growth in the first generation, 48 h. P. falciparum luciferase growth in erythrocytes, 48 h. Potency, µM (titrated, usually from 28.7 µM), without a hit: at the highest dose activity change, negative = inhibition, actives largely listed as inhibitors. 5.9% of 310,000 active; note: potency is the fitted concentration of half-maximal effect; % is set by controls: 0 for no effect and ±100 for the full control effect
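In quantitative HTS format, infected erythrocytes bearing luciferase-reporter parasites were treated for a single generation at 37 C. Luminescence after adding detection reagent served as the growth measure.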
Shiga toxin inh: Shiga toxin inhibition; 9.2% of 290,000 active; AID 2315; inhibition, % at 38.7 µM; Vero cells, Shiga toxin protein synthesis inhibition reporter; in the data active = inhibition mostly above about 28%, no sharp cut-off; inactive = mostly below about 43%; note: 0% is about no effect
HCV inh: inhibitors of hepatitis C virus infection. AID 651820. Huh7.5.1 HCVcc-Cre infection, luciferase reporter, 44 h. Potency, µM (highest dose often 41.8 µM), without a hit: at the highest dose activity change, negative = inhibition, actives largely listed as inhibitors. 3.4% of 340,000 active; note: potency is the fitted concentration of half-maximal effect; % is set by controls: 0 for no effect and ±100 for the full control effect
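Compounds are dispensed onto cells plated 4 h earlier at 1,000 per well, with HCVcc-Cre virus (about 0.5 moi) added next. Following 44 h of culture, luminescent signal is measured for 15 sec after 15 min with substrate at room temperature.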
Pf growth 96h: P. falciparum growth inhibition at 96 hours; 6.9% of 320,000 active; AID 504834; P. falciparum luciferase reporter growth, 96 h; Potency, µM (titrated, usually from 28.7 µM), without a hit: top-dose activity change, negative = inhibition, hits mostly inhibitors; note: potency is the fitted concentration of half-maximal effect; % is set by controls: 0 for no effect and ±100 for the full control effect
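Delayed-death screen, second-generation endpoint: infected erythrocytes, 2% hematocrit, 0.05% parasitemia final; 96 hours at 37 C, 5% CO2; luciferase detection reagent; luminescence decrease equals reduced growth.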
LmPK inh: blocks Leishmania mexicana pyruvate kinase activity | purified LmPK, Kinase-Glo ATP luminescence, 1 h | Potency, µM (series often up to 57.5 µM), for inactives: at the highest dose activity change, negative = inhibition, actives largely listed as inhibitors | 0.37% of 290,000 active; note: potency is the fitted concentration of half-maximal effect; % is set by controls: 0 for no effect and ±100 for the full control effect
Target sequence (Q27686 whole entry, looked up): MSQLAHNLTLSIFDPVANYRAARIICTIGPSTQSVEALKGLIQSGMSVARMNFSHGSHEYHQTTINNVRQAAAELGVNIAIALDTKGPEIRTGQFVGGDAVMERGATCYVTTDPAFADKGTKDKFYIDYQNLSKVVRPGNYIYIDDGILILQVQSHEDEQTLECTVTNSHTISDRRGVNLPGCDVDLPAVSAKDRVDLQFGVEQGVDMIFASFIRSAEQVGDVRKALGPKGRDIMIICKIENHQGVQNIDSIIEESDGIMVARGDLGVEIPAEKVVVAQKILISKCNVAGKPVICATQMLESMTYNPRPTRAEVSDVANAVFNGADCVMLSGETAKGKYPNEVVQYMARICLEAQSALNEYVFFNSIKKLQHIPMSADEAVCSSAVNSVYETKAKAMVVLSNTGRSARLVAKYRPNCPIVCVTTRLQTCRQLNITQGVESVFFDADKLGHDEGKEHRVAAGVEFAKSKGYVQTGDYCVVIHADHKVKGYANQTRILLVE
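ATP generated from ADP (0.1 mM) and PEP (0.5 mM) by 0.1 nM LmPK over 1 h at room temperature (pH 7.2 imidazole buffer) was detected by coupled luciferase luminescence. Values were normalized to uninhibited and no-enzyme wells.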
Starred values were filed as active, the others as inactive; ? = inconclusive; . = no result given; [ ] = another dose, or the depositor's remark. Unless noted, calls come from the whole dose curve; as a rule, active = well fitted curve in the direction sought with a large enough effect; inconclusive = small, poorly fitted or top-dose-only effect, or another doubt; inactive = no such curve, though single readings can be large; an effect the other way counts as inactive or inconclusive.

SMILES	Tb PYK inh	Cycloheximide cs	Pf growth 48h	Shiga toxin inh	HCV inh	Pf growth 96h	LmPK inh
COc1nccnc1NS(=O)(=O)c1ccc(NC(=O)c2ccc(F)cc2)cc1	1%	-4	7%	-9	7%	?	1%
Cn1cccc1C(=O)NC(=O)COC(=O)c1ccc(O)cc1	-1%	19	.	23	15%	-4%	3%
CCN(C(=O)CSc1nnc(-c2ccncc2)o1)c1ccccc1	4%	-2	-2%	-4	12%	?	3%
COC(=O)c1ccc(-c2ccc(CNCC(O)c3ccccc3)o2)cc1 (stereo unspecified)	7%	-3	2.6µM*	1	13%	12µM*	-2%
COc1ccc(N2CCC(CNC(=S)Nc3cccc(OC)c3)C2)cc1 (stereo unspecified)	.	-2	?	-3	-6%	-3%	-7%
Cc1c(Cl)cccc1NC(=O)Nc1cc(C(C)(C)C)on1	-10%	6	10µM*	26	10µM*	?	6%
CCOC(=O)/C=C1\SCC(=O)N1CC(=O)NC(c1ccccc1)c1ccccc1	-1%	-4	?	-8	12%	-69%	0%
O=C(COC(=O)c1nc(Cl)ccc1Cl)NNC(=O)c1cccs1	4%	.	16%	.	1%	22%	.
CN(C(=O)c1ccc(NC(=O)C2CC=CCC2C(=O)O)cc1)c1ccccc1 (stereo unspecified)	-1%	-3	-3%	-14	20%	.	-1%
CCOCCn1c(N2CCN(c3ccc(OC)cc3)CC2)nc2c1c(=O)n(C)c(=O)n2C	-14%	-3	-1%	-2	12%	-6%	-2%
O=C(CC1(O)C(=O)Nc2cc(Cl)cc(Cl)c21)c1ccccc1O (stereo unspecified)	3%	0	-1%	-8	25µM*	19%	-3%
Cc1ccc2c(c1)C(O)(CC(=O)c1cccnc1)C(=O)N2 (stereo unspecified)	-10%	-3	2%	-7	15%	?	-15%
COc1ccc(-c2cc(C(=O)OCC(=O)NC(C)(C)C)c3ccccc3n2)cc1	.	13	47%[activator]	23	.	4%	1%
CCOc1ccc(NC(=O)c2c(NC(=O)CN3CCCC3)sc3c2CCC3)cc1	0%	19	?	-5	-18%	?	-6%
Cc1nnc(SCc2cc(=O)[nH]c(=S)[nH]2)s1	-22%	-5	10%	9	27%	?	0%
CCn1c(SCC(=O)NC2CCCc3ccccc32)nnc1-c1cccs1 (stereo unspecified)	-9%	-2	-14%	-28	-24%	?	1%
CCn1nnnc1-c1ccc(OC)c(S(=O)(=O)Nc2ccc(C)c(C)c2)c1	-1%	5	.	41	7%	?	1%
COc1cccc(C2=NN(C(=O)c3ccc(C)o3)C(O)(C(F)(F)F)C2)c1 (stereo unspecified)	7%	6	?	36	?	8%	2%
CCOC(=O)c1nnc(-c2ccc(C)cc2)nc1N1CCSCC1	3%	15	-6%	39	-27%	-9%	-1%
CC(C)(C)S(=O)(=O)c1cnc(N2CCCC2)nc1N	-18%	-2	7%	6	9%	-2%	2%

Some entries already given with just Shiga toxin inh:
SMILES | Shiga toxin inh
CCn1nnnc1-c1ccc(OC)c(S(=O)(=O)Nc2ccc(C)c(C)c2)c1 | 41
O=C(CC1(O)C(=O)Nc2cc(Cl)cc(Cl)c21)c1ccccc1O (stereo unspecified) | -8

The listing picks up with the 3 entries that preceded the break.
SMILES	Tb PYK inh	Cycloheximide cs	Pf growth 48h	Shiga toxin inh	HCV inh	Pf growth 96h	LmPK inh
COc1cccc(C2=NN(C(=O)c3ccc(C)o3)C(O)(C(F)(F)F)C2)c1 (stereo unspecified)	7%	6	?	36	?	8%	2%
CCOC(=O)c1nnc(-c2ccc(C)cc2)nc1N1CCSCC1	3%	15	-6%	39	-27%	-9%	-1%
CC(C)(C)S(=O)(=O)c1cnc(N2CCCC2)nc1N	-18%	-2	7%	6	9%	-2%	2%
CC(CN1CCOCC1)OC(=O)Cc1ccccc1 (stereo unspecified)	0%	-3	43%[activator]	21	15%	45%[activator]	-16%
Cn1c(CC(=O)Nc2ccc(Cl)c(Cl)c2)n[nH]c1=S	?	-2	-3%	-19	-2%	0.074µM*	1%
COc1ccccc1N1CCN(c2nc3ccccn3c(=O)c2C=O)CC1	-10%	29*	-6%	35*	-17%	?	1%
COC(=O)c1cc(S(=O)(=O)NCc2ccc(F)cc2)cn1C	-3%	-1	12%	9	3%	-14%	-1%
CCc1cc2c(-c3ccccc3)cc(=O)oc2cc1OCC(=O)NCC1CCC(C(=O)O)CC1 (stereo unspecified)	2%	-2	2%	10	21%	?	-5%
COc1ccc(C(=O)c2coc(-c3ccccc3C(=O)O)c2C(=O)O)cc1	-6%	5	4%	5	4%	25%	-3%
Oc1cccc(Nc2ccccc2)c1	-11%	.	39%[activator]	.	-12%	-7%	.
O=C(Sc1nnc(-c2ccccc2)o1)N1c2ccccc2Sc2ccccc21	-14%	-1	?	12	-16%	12%	-5%
C/C(=N\NC(=O)c1cccc2ccccc12)c1ccccn1	1%	-1	?	-4	5µM*	2.1µM*	1%
Cc1ccc(NC(=O)CCn2nnc3ccccc32)cc1	-20%	25*	50%[activator]	79*	-17%	14%	1%
O=C(c1cc(Cl)ccc1O)N1CCN(S(=O)(=O)c2cccs2)CC1	-4%	.	?	.	?	1%	.
O=S1(=O)CC2SC(=S)N(c3ccccc3)C2C1 (stereo unspecified)	-10%	-2	7%	-18	-8%	-2%	-7%
CC(C)(C)c1ccccc1OCC(=O)NCCCn1ccnc1	-1%	-10	-18%	-5	0%	-1%	2%
COC(=O)c1cccc(CSc2nc3ccccc3[nH]2)c1	6%	39*	225%[activator]	92*	-8%	?	-17%
O=C(CSc1nnc2ccc3ccccc3n12)N1CCOCC1	5%	63*	81%[activator]	32*	2%	66%[activator]	-4%
O=C(NCCc1c[nH]c2ccccc12)C1CCN(c2nnc(N3CCCC3=O)s2)CC1	1%	2	?	15	?	34%[activator]	0%
COCCCNc1ccc([N+](=O)[O-])cc1C(=O)Nc1cccc(C)n1	4%	-4	?	28	?	0%	2%
O=C(O)c1ccc(NC(=O)c2ccco2)c(NC(=O)c2ccco2)c1	-5%	1	30%[activator]	10	-26%	7%	-2%
O=c1c2ccccc2nc(SCc2ccccc2)n1CC1CCCO1 (stereo unspecified)	-2%	-2	-21%	6	?	?	2%
O=C(NCC1CC1)Nc1cccc(C(F)(F)F)c1	-16%	3	-1%	17	-1%	-2%	8%

Of the compounds above, 4 have a COOH group:
SMILES	Tb PYK inh	Cycloheximide cs	Pf growth 48h	Shiga toxin inh	HCV inh	Pf growth 96h	LmPK inh
CN(C(=O)c1ccc(NC(=O)C2CC=CCC2C(=O)O)cc1)c1ccccc1 (stereo unspecified)	-1%	-3	-3%	-14	20%	.	-1%
CCc1cc2c(-c3ccccc3)cc(=O)oc2cc1OCC(=O)NCC1CCC(C(=O)O)CC1 (stereo unspecified)	2%	-2	2%	10	21%	?	-5%
COc1ccc(C(=O)c2coc(-c3ccccc3C(=O)O)c2C(=O)O)cc1	-6%	5	4%	5	4%	25%	-3%
O=C(O)c1ccc(NC(=O)c2ccco2)c(NC(=O)c2ccco2)c1	-5%	1	30%[activator]	10	-26%	7%	-2%

Next part.
SMILES	Tb PYK inh	Cycloheximide cs	Pf growth 48h	Shiga toxin inh	HCV inh	Pf growth 96h	LmPK inh
Cn1c(=O)c2c(nc(NCCNC(=O)c3ccco3)n2Cc2ccccc2F)n(C)c1=O	-1%	-1	-26%	-10	?	?	0%
CCOc1ccccc1-n1nnnc1SCc1nc2ccccc2s1	-13%	48*	62%[activator]	168*	-28%	7%	2%
O=C(O)Cc1sc(-c2cccnc2)nc1-c1ccc(Br)cc1	2%	-2	-3%	7	?	-9%	-5%
CCN(CC)c1ccc(NC(=O)Cn2cc3c(n2)CCC(C)C3)c(C)c1 (stereo unspecified)	?	3	7%	-3	-1%	-22%	1%
Cc1ccccc1-n1nnnc1Sc1nnnn1-c1ccccc1	-11%	-4	8.3µM*	-20	?	.	5%
COc1ccc(-c2nn(-c3ccccc3)cc2/C=C/C(=O)OCC(=O)Nc2cccc(C#N)c2)cc1	2%	1	?	-5	14%	?	6%
COc1ccc(C/C(C)=N/NC(=O)C2COc3ccccc3O2)cc1 (stereo unspecified)	1%	5	-2%	23	6%	-7%	-1%
CC(C)[C@H](NC(=O)c1ccccc1)C(=O)OCC(=O)N1CCCCCC1	-4%	8	-18%	-5	6%	-4%	1%
Cc1nn(-c2ccccc2)c(N)c1N=Nc1ccccc1	-9%	74*	167%[activator]	77*	?	1%	-2%
CCN1CCN(c2ccc(S(=O)(=O)N3CCOCC3)cc2NC(=O)/C=C/c2ccc(OC)c(OC)c2)CC1	-1%	.	?	.	1%	?	.
O=C(CN1C(=O)CSC1=O)c1ccccc1	-1%	-1	.	-4	15%	-23%	-3%
CCC(C)NC(=S)N1CCN(C)CC1 (stereo unspecified)	-1%	14	31%[activator]	12	10%	114%[activator]	2%
CC(C)CN1CCC(=O)N(CCN=[N+]=[N-])CC1	3%	8	-27%	3	13%	?	11%
COC(=O)c1cn(NC(=O)c2cccc(F)c2)c(=O)c2ccccc12	4%	3	.	-5	11%	1%	13%
Cc1noc(C)c1C(=O)OC(C)C(=O)Nc1ccc(C(N)=O)cc1 (stereo unspecified)	-8%	.	?	.	5%	-14%	.
O=C(O)/C=C/C(=O)NC1CCS(=O)(=O)C1 (stereo unspecified)	-9%	0	?	13	22%	2%	-1%
CCOC(=O)NN1C(=O)c2ccccc2NC1c1cccnc1 (stereo unspecified)	-18%	0	8%	31	27%	?	0%
O=C1NC(=O)N(c2ccc(F)cc2)C(=O)/C1=C/c1ccc(N2CCOCC2)cc1	?	8	-3%	-11	25%	1%	-2%
CCn1cc(S(=O)(=O)Nc2cccnc2)cn1	6%	-2	-2%	-10	10%	22%	5%
COc1ccc(/C=C/C(=O)O)cc1S(=O)(=O)N1CCc2ccccc2C1	0%	3	?	7	20%	-1%	4%
CSc1cccc(NC(=S)Nc2cc(C)ccc2C)c1	-2%	7	85%[activator]	6	-18%	?	1%
O=C(O)c1cccc(NC(=O)c2ccccc2NC(=O)c2cccc([N+](=O)[O-])c2)c1	1%	-3	-10%	-14	21%	?	1%
CCCCC(O)(c1ccccc1)C(CN1CCOCC1)c1ccccc1 (stereo unspecified)	5%	-3	?	-2	?	27%	-7%
CCCCn1c(C(C)NC(=O)CCC)nc2ccccc21 (stereo unspecified)	1%	-5	-6%	-10	0%	-1%	-1%
O=C(CSc1nccn1-c1ccc(F)cc1)NCc1ccc(F)cc1	-10%	2	?	3	23%	?	-8%
Cc1cc(C)c2sc(NC(=O)C3CC3)nc2c1	-3%	27*	47%[activator]	42*	-29%	65%[activator]	-2%
Cc1cccc(N(CC(=O)N2CCN(C)CC2)S(=O)(=O)c2ccccc2)c1	0%	4	-5%	5	3%	42%[activator]	-4%
Cc1c(OCC(=O)C(C)(C)C)ccc2c3c(c(=O)oc12)CCCC3	-20%	-1	?	.	-21%	?	-1%
Cc1ccccc1NC1=C(Cl)C(=O)OC1NC(=O)c1ccccc1 (stereo unspecified)	-13%	7	.	-12	-1%	40%[activator]	7%
CCOc1ccc(CNC23CN4CN(CN(C4)C2)C3)cc1	-5%	2	13%	-5	17%	-1%	-1%
Cc1c(Br)cc(C(=O)NCCCN2CCOCC2)c(C)c1C	4%	1	-13%	-17	?	.	-2%
N#Cc1c(NC(=O)c2ccc(N3CCOCC3)c([N+](=O)[O-])c2)sc2c1CCCC2	-1%	1	14%	-10	?	26%	-2%
O=C(NCc1ccco1)Nc1cccc([N+](=O)[O-])c1	3%	13	44%[activator]	16	-8%	46%[activator]	0%
